Screening data: PubChem BioAssay, several laboratories
STK33 inh: inhibitors of purified STK33 kinase, primary screen, biochemical, ADP-Glo luminescence, homogeneous, cell-free; actives 0.073% (n = 320,000); inhibition, % at 10 µM; MBP phosphorylation;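 active = inhibition at or above 25%, using the most active replicate where run in duplicate; inactive = inhibition below 25%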
Target sequence (Q9BYT3 whole entry, looked up): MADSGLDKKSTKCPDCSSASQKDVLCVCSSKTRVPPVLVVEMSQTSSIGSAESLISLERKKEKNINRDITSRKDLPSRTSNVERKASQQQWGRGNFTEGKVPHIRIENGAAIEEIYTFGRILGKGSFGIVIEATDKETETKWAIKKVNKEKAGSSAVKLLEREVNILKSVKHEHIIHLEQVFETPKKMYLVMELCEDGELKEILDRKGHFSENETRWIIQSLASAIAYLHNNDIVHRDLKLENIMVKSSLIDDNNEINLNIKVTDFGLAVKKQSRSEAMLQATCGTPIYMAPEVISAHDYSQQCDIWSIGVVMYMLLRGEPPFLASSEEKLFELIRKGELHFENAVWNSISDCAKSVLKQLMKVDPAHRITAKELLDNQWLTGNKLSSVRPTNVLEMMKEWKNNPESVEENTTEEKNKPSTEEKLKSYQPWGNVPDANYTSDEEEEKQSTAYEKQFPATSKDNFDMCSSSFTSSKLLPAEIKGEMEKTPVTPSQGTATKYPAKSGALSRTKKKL
OX1R antag-1: OX1R (HCRTR1) antagonists, primary screen, fluorescence, CHO/OX1R cells, Fluo-8 calcium, orexin A. actives 0.43% (n = 330,000). inhibition, % at 5 µM. Orexin/Hypocretin receptor type 1 (Homo sapiens), O43613. Fluo-8 calcium fluorescence. AID 434989, 2010;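 active = inhibition above its plate's threshold, mean inhibition of all tested compounds on the plate plus 3 SD, cut at about 37% in these data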;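 also: 0% = orexin A challenge wells and 100% = SB-334867-A antagonist wells; not every result past the cut was called active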
Target sequence (O43613 whole entry, looked up): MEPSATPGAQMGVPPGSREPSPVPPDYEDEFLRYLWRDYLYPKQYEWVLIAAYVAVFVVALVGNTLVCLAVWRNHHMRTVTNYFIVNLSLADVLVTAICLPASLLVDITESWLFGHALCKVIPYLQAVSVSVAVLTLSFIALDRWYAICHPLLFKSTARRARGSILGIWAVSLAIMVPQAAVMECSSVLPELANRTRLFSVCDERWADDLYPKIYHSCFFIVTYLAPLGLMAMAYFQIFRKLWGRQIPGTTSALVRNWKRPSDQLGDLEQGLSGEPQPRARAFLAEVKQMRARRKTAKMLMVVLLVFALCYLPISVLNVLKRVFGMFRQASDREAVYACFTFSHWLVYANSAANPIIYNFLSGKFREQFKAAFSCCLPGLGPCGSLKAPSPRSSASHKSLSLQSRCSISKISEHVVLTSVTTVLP
OX1R antag-2: antagonists of human orexin 1 receptor (OX1R); Orexin/Hypocretin receptor type 1 (Homo sapiens), O43613; OX1R-expressing cells, FRET antagonist read-out; inhibition, % at 6.6 µM; actives 1.8% (n = 330,000); AID 485270, 2010; in the data active = inhibition mostly above about 38%, no sharp cut-off; inactive = mostly below about 40%;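 also: 0% = agonist challenge alone and 100% = reference antagonist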
The depositor's hits bear a star; / = no result given.

SMILES | STK33 inh | OX1R antag-1 | OX1R antag-2
O=C(CSc1nnc(-c2ccc(O)cc2)n1Cc1ccccc1)NNC(=O)c1ccc(Br)cc1 | -0.2 | -11 | 25
O=c1[nH]c(CN2CCN(C/C=C/c3ccccc3)CC2)nc2cc(Cl)ccc12 | -1.7 | -24 | 5
COc1cc(CNC2CCCCCCC2)cc(Br)c1OCC#N | -2.2 | -13 | 11
NC(=NC(=O)c1cccc(C(F)(F)F)c1)c1ccc(C(F)(F)F)cn1 | -1.8 | -26 | 1
CCCC(C)NC(=O)c1ccccc1SC (stereo not given) | 0.1 | 5 | 17
O=[N+]([O-])c1ccc(OCn2cncn2)cc1 | 0.3 | 8 | 19
O=C(CCCN1C(=O)/C(=C\c2ccccc2)SC1=S)Nc1ccccc1O | 0.3 | -12 | 19
CC(C)(C)c1ccc(C2(C)NC(=O)N(CC(=O)Nc3ccc4c(c3)OCO4)C2=O)cc1 (stereo not given) | 0.5 | -10 | 7
CC(C)(C)c1ccc(C(=O)Nc2ccc(C(=O)N3CCCC3)cc2)cc1 | -2.1 | -21 | 6
COc1ccc2nc(NC(=O)CSC3=NCCS3)sc2c1 | 0.5 | -3 | 17
COc1ccc(OC)c(NC(=O)C(=O)/C=C(\O)c2cc(OC)ccc2OC)c1 | 0.4 | -31 | 44
Nc1cc(=O)[nH]c(SCCSc2ccc(F)cc2)n1 | -0.8 | -10 | 7
CN(C)CC/C=C1/c2cc(F)ccc2Sc2ccc(Cl)cc21 | 0.1 | -32 | 5
Cc1ccc(C)c2[nH]c(=O)c(CCNC(=O)c3cccs3)cc12 | -0.7 | -33 | 22
NC(=O)NC(=O)COC(=O)/C=C/c1cccs1 | -1.5 | -7 | 13
COc1ccc(CC(=O)NNC(=O)c2ccco2)cc1OC | 0.1 | -2 | 5
O=S(=O)(c1ccccc1)n1nc(-c2ccccc2)nc1NCc1ccco1 | -1.1 | -13 | 9
COc1ccc(CCn2ccc(O)c(Cc3ccc(Cl)cc3Cl)c2=O)cc1OC | 1.1 | -45 | 15
COc1ccccc1/C=C(\NC(=O)c1ccc(OC)c(OC)c1)C(=O)Nc1cc([N+](=O)[O-])ccc1C | -1.0 | -49 | 9
Cc1cc(OC(=O)Cc2cccc3ccccc23)c([N+](=O)[O-])c(=O)[nH]1 | 2.7 | 1 | 15
Cn1cc(C(=O)NCc2cccs2)c(=O)c2cc(S(=O)(=O)N3CCCC3)ccc21 | -2.3 | -24 | 7
CC(Oc1ccc(C(=O)c2ccc(F)cc2)cc1)C(=O)N1CCOCC1 (stereo not given) | 1.8 | -16 | 6
CC(C)(C)c1ccc(S(=O)(=O)CCc2ccccn2)cc1 | 0.3 | -9 | 10
CCC(=O)N1CCN(CCN=CC2=C(O)CC(c3ccc(OC)cc3)CC2=O)CC1 (stereo not given) | 1.2 | -12 | 5
COc1cc(-c2nnc(-c3ccco3)o2)ccc1OCc1ccccc1 | -1.0 | -24 | 13

Part of the list above, limited to OX1R antag-1 and OX1R antag-2.
SMILES	OX1R antag-1	OX1R antag-2
Cc1cc(OC(=O)Cc2cccc3ccccc23)c([N+](=O)[O-])c(=O)[nH]1	1	15
Cn1cc(C(=O)NCc2cccs2)c(=O)c2cc(S(=O)(=O)N3CCCC3)ccc21	-24	7

Back to the main list, starting seven compounds before the break.
SMILES | STK33 inh | OX1R antag-1 | OX1R antag-2
COc1ccccc1/C=C(\NC(=O)c1ccc(OC)c(OC)c1)C(=O)Nc1cc([N+](=O)[O-])ccc1C | -1.0 | -49 | 9
Cc1cc(OC(=O)Cc2cccc3ccccc23)c([N+](=O)[O-])c(=O)[nH]1 | 2.7 | 1 | 15
Cn1cc(C(=O)NCc2cccs2)c(=O)c2cc(S(=O)(=O)N3CCCC3)ccc21 | -2.3 | -24 | 7
CC(Oc1ccc(C(=O)c2ccc(F)cc2)cc1)C(=O)N1CCOCC1 (stereo not given) | 1.8 | -16 | 6
CC(C)(C)c1ccc(S(=O)(=O)CCc2ccccn2)cc1 | 0.3 | -9 | 10
CCC(=O)N1CCN(CCN=CC2=C(O)CC(c3ccc(OC)cc3)CC2=O)CC1 (stereo not given) | 1.2 | -12 | 5
COc1cc(-c2nnc(-c3ccco3)o2)ccc1OCc1ccccc1 | -1.0 | -24 | 13
C/C(=N\Nc1ccccc1C)c1cccnc1 | -4.8 | -19 | 10
CC[C@]12c3[nH]c4cc(-c5ccco5)ccc4c3CCN1C(=O)[C@@H](CC(=O)NCCC1=CCCCC1)C[C@@H]2C(=O)N1CCN(C(=O)C2CC2)CC1 | / | 0 | 7
Cc1ccc(OCc2nnc(SCC(=O)Nc3ncc(C)s3)o2)cc1 | -2.2 | -12 | 4
Cc1cc(C)c(S(=O)(=O)/N=C2/C=C(Sc3ncn[nH]3)C(=O)c3ccccc32)cc1C | 0.6 | 0 | 63*
O=C(CCNC(=O)c1ccc(Cl)cc1)Nc1ncccc1O | -3.1 | -4 | 19
O=C(Nc1ccccc1)c1ccc(F)c(S(=O)(=O)N2CCOCC2)c1 | 0.8 | -22 | 10
COc1ccc(-c2nn(CCC#N)cc2/C=N/O)cc1OC | 0.4 | -5 | 6
CCNS(=O)(=O)c1ccc(CCC(=O)NCc2ccc(C)cc2)cc1 | 0.0 | -7 | 9
Cc1ccc(CNC(=O)CCc2ccc(S(=O)(=O)NC3CCCCC3)cc2)cc1 | -2.3 | -25 | 14
CSCCC(NC(=O)c1ccoc1C)C(=O)O (stereo not given) | -2.3 | -5 | 12
COc1ccc(C(=O)Nc2ccccc2N2CCOCC2)cc1[N+](=O)[O-] | -2.5 | -26 | 27
O=C(CCN1CCCCCC1)Nc1ccccc1F | -1.8 | -2 | 17
Cn1c(N)c(C(=O)COC(=O)CSc2ccc(Cl)cc2)c(=O)n(C)c1=O | 5.9 | -19 | 37
NC(=O)c1cc(Cl)ccc1OCC(=O)N1CCCc2ccccc21 | -1.0 | -12 | 16
O=C(c1cnc2nc3ccccc3n2c1)c1cc(F)ccc1O | -0.4 | -15 | 24
CN(C)C(=O)CSc1nnc(-c2ccc(S(=O)(=O)N3CCCC3)cc2)n1C | 0.9 | -2 | 9
CCOC(=O)CSc1nnc(NC(=O)c2ccco2)s1 | -0.5 | -4 | 15
C=CCn1c(CNc2ccccc2)nnc1SCC(=O)N/N=C/c1ccccc1O | -0.5 | -27 | 29
Cc1ccc(C(=O)CSc2nsc(C)c2C#N)cc1 | -1.3 | -9 | 15
Cc1ncc(S(=O)(=O)c2ccc(Cl)cc2)c(-c2ccccc2)n1 | -2.1 | -18 | 27
COCCN(Cc1cc2cccc(C)c2[nH]c1=O)C(=O)c1ccccc1 | -0.6 | -37 | 21
COCCCNC(=O)CC(NS(=O)(=O)c1ccc(Cl)cc1)c1ccc(OC)cc1 (stereo not given) | -0.9 | -32 | 5
Cc1ccc(S(=O)(=O)Cn2nnnc2C(C(C)C)N2CCN(C(=O)c3ccco3)CC2)cc1 (stereo not given) | -1.0 | -47 | 14
COc1ccc(/C=C/C(=O)O/N=C(\N)c2cccnc2)cc1OC | 0.5 | -10 | 36
CCC1=Nc2cc(C(=O)NCCN3CCOCC3)ccc2Sc2ccc(Br)cc21 | -0.3 | -28 | 16

(list continues)
SMILES | STK33 inh | OX1R antag-1 | OX1R antag-2
COc1ccc2nc(SCC(=O)Nc3cc(C)on3)c(C#N)cc2c1 | -2.0 | -6 | 11
Cc1ccc(OCc2ccc(C(=O)NCc3cccnc3)cc2)cc1C | -1.9 | -18 | 13
O=c1ccnc(NCCc2ccccc2)[nH]1 | -1.0 | -18 | 2
CC(NC(=O)c1cc(Br)ccc1Cl)c1ccccc1 (stereo not given) | -1.1 | -4 | 10
CSCCC(/C(O)=C(\C#N)c1nc2ccccc2[nH]1)N1C(=O)c2ccccc2C1=O (stereo not given) | -0.4 | 2 | 15
CCN1CCN(CCc2nc3cc(NC(=O)COc4ccccc4)ccc3n2C)CC1 | -0.8 | 2 | 3
Cc1cc(C)c(NC(=O)CSc2nnc(-c3ccncc3)n2Cc2ccco2)c(Cl)c1 | 0.0 | -19 | 19
O=C(Nc1c(C(=O)N2CCOCC2)cnn1-c1ccccc1)c1ccc(F)cc1 | 0.8 | -21 | 8
COc1cccc(NC(=O)CN2C(=O)COc3ccc(S(=O)(=O)N4CCC(C)CC4)cc32)c1 | 0.2 | -3 | 4
COc1ccccc1-c1cc(C(F)(F)F)n2ncc(S(=O)(=O)c3ccccc3)c2n1 | 0.8 | -43 | 8
COc1ccc(-c2cn(-c3ccc(SC(F)F)cc3)c3[n+]2CCC3)cc1OC | -1.8 | -5 | 30
Cc1ccccc1CS(=O)(=O)CCC(=O)NCc1ccccn1 | 0.7 | -15 | 12
CCCCCc1ccc(S(=O)(=O)NCCc2ccncc2)cc1 | -0.3 | 8 | 9
Cc1ccccc1NC(=O)CSc1nc(O)cc(=O)n1C | -0.2 | -11 | 6
COc1ccc(S(=O)(=O)N2CCN(c3ncccn3)CC2)cc1OC | -1.4 | -12 | 4
N#Cc1ccc(NC(=S)Nc2ccccc2)cc1 | -1.7 | -3 | 33
CCCCn1c(SCC(=O)NCc2ccccc2)nc2ccc(N3CCOCC3)cc2c1=O | -0.3 | -27 | 14
O=C(NC1CCCC1)[C@@H]1CSC2c3ccccc3C(=O)N21 (stereo not given in full) | -2.6 | -20 | 31
N#Cc1c(-c2ccc(Cl)cc2)cc(-c2cccs2)nc1SCC(=O)O | -0.9 | -8 | 4
Cc1c(OCc2ccccc2)c(=O)ccn1Cc1ccc(Cl)cc1 | 0.8 | -33 | 12
O=C(NCCO)C1CCN(C(=O)c2ccc(-c3ccccc3)cc2)CC1 | -0.9 | -7 | 13
C/C(Cl)=C/CSc1nn2c(=O)c3ccccc3nc2s1 | -2.6 | -15 | 27
Cc1ccccc1NC(=O)NCC1CCCO1 (stereo not given) | -1.1 | -9 | 16
O=C(OCCn1cncn1)c1cc2ccccc2oc1=O | -1.2 | -12 | 69
COC(=O)COc1ccc(S(=O)(=O)Nc2ccc3c(c2)OCO3)cc1Cl | -0.1 | 1 | 20

The closing 3 records of the part above lead into the next:
SMILES | STK33 inh | OX1R antag-1 | OX1R antag-2
Cc1ccccc1NC(=O)NCC1CCCO1 (stereo not given) | -1.1 | -9 | 16
O=C(OCCn1cncn1)c1cc2ccccc2oc1=O | -1.2 | -12 | 69
COC(=O)COc1ccc(S(=O)(=O)Nc2ccc3c(c2)OCO3)cc1Cl | -0.1 | 1 | 20
CCC(C)NC(=O)Nc1ccc(Br)cc1Cl (stereo not given) | 1.0 | -28 | 17
CCN(CC)S(=O)(=O)c1ccc(/C=C/C(=O)Nc2ccccc2N2CCOCC2)cc1 | 0.6 | -20 | 16
COCC1CCCN(Cc2nc(Cc3ccccc3)no2)C1 (stereo not given) | -1.2 | -12 | 17
Cc1cc(C(=O)Nn2cnnc2)ccc1[N+](=O)[O-] | -1.1 | -6 | 28
CCC1(COC(=O)Nc2cccc(Cl)c2)COC1 | 0.4 | -6 | 21
CC[C@@H](C)[C@@H]1CN([C@@H](C)CN2CCC[C@H]2CN2C(N)=NC[C@H]2C(C)C)C(=N)N1CCc1ccc(Cl)c(Cl)c1 | / | -14 | -4
Cc1cc(C)c(OCC(=O)Nc2ccc(NC(=O)c3ccco3)cc2)c([N+](=O)[O-])c1 | 0.7 | -5 | 28
Cc1ccc(NC(=O)COC(=O)c2ccn(C)n2)cc1 | -0.1 | 11 | 2
COC(=O)CSc1nnc(CNC(=O)c2cc(OC)c(OC)c(OC)c2)n1C | -2.0 | -14 | 13
NC(=O)CC(NC(=O)c1ccccc1)c1ccc(NCCOc2ccccc2)c([N+](=O)[O-])c1 (stereo not given) | 0.8 | -9 | 13
COc1ccccc1N(CC(O)COc1c(C)cc(C)cc1C)S(=O)(=O)c1ccccc1 (stereo not given) | -2.4 | -8 | 27
OCc1ccc(O)c2ncccc12 | -1.8 | -10 | 23
CCN(CC)CCNC(=O)c1ccc(Sc2ccc(C)cc2)c(NC(C)=O)c1 | -0.4 | -14 | 2
COc1ccccc1C(=O)NCCC(=O)NNC(=O)C1COc2ccccc2O1 (stereo not given) | -1.5 | -27 | 9
O=C(NNC(=S)NC(=O)c1sc2ccccc2c1Cl)c1ccc(Cl)cc1 | -0.5 | 1 | 3
C[C@@H](C(=O)OCC(=O)Nc1cc(S(=O)(=O)N2CCOCC2)ccc1Cl)N1C(=O)C2CCCCC2C1=O (stereo not given in full) | 10 | -9 | 39
O=C(Nc1ccc(OC(F)(F)F)cc1)C1CCCN(S(=O)(=O)c2cnc[nH]2)C1 (stereo not given) | -1.8 | -2 | 20
C=CCN1CN(CCc2ccccc2)CNC1=S | -1.1 | -5 | 11
COCCCNC(=O)CC(NS(=O)(=O)c1ccc(F)cc1)c1ccc(OC)cc1 (stereo not given) | 1.2 | -1 | 10
CC(NC(=O)c1ccco1)c1nc(-c2ccc(C(C)(C)C)cc2)no1 (stereo not given) | 0.1 | -13 | 3
CCN1CCN(C(=O)c2ccc(CN(c3ccc(C)c(C)c3)S(C)(=O)=O)cc2)CC1 | 0.8 | -10 | 8

Not a retest: five of the compounds above.
SMILES | STK33 inh | OX1R antag-1 | OX1R antag-2
CCC1(COC(=O)Nc2cccc(Cl)c2)COC1 | 0.4 | -6 | 21
CC[C@@H](C)[C@@H]1CN([C@@H](C)CN2CCC[C@H]2CN2C(N)=NC[C@H]2C(C)C)C(=N)N1CCc1ccc(Cl)c(Cl)c1 | / | -14 | -4
Cc1cc(C)c(OCC(=O)Nc2ccc(NC(=O)c3ccco3)cc2)c([N+](=O)[O-])c1 | 0.7 | -5 | 28
Cc1ccc(NC(=O)COC(=O)c2ccn(C)n2)cc1 | -0.1 | 11 | 2
COC(=O)CSc1nnc(CNC(=O)c2cc(OC)c(OC)c(OC)c2)n1C | -2.0 | -14 | 13

No enrichment for hits. Share with any hit: about 2.2%.
